Screening data: PubChem, several laboratories
NR2F2 inh: NR2F2 (human) inhibition, primary screen. inhibition, % at 8.6 µM. AID 686940. HEK293T NGFI-A luciferase reporter, luminescence. 370,000 tested, 0.7% active;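 active = inhibition above a per-plate cutoff, mean inhibition of test wells between control levels plus 3 SD, cut at about 38% in these data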;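 note: cells cotransfected with COUP-TFII expression vector driving the NGFI-A reporter; 0% = median of COUP-TF2 test wells and 100% = reporter-only cells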
ABHD5 PLIN5 PPI: inhibitors of human ABHD5-perilipin-5 interaction | Q00G26+Q8WTS1 | Split G. princeps luciferase complementation, luminescence, 4 h | inhibition, % at 4 µM | 360,000 tested, 0.78% active;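 active = inhibition above the mean inhibition across every tested compound plus 3 SD, cut at about 22% in these data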;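 note: 0% = DMSO only wells and the 100% control is not disclosed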
Target sequence (Q00G26 whole entry, looked up): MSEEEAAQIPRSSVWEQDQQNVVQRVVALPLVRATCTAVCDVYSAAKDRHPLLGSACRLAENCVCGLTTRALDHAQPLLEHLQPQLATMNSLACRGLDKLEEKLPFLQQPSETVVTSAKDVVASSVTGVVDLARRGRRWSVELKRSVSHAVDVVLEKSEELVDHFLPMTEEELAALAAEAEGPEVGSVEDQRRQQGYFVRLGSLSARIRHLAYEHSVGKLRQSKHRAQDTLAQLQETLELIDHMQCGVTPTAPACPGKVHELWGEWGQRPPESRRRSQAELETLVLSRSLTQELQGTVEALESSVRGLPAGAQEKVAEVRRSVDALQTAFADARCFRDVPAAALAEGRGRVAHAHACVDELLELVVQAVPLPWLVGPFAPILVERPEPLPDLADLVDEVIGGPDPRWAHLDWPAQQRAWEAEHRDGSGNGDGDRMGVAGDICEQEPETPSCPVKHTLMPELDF
Target sequence (Q8WTS1 whole entry, looked up): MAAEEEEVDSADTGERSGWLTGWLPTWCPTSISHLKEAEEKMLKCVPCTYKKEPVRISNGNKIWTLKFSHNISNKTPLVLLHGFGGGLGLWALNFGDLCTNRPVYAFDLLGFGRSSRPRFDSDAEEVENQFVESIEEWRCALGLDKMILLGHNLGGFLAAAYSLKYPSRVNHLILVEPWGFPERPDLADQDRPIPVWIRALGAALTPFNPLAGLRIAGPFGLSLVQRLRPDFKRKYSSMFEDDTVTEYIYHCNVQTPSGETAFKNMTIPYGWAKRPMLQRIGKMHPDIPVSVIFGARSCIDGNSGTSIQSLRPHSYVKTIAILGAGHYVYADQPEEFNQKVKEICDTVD
MC4R antagonist: blocks human MC4R cAMP signaling. P32245. MC4R-expressing cells, MTII-stimulated cAMP, LANCE TR-FRET. inhibition, % at 6.5 µM. 360,000 tested, 0.48% active;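 active = inhibition above its plate's cutoff, the mean of tested wells on that plate plus 3 SD, cut at about 29% in these data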;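 note: 0% = Melanotan II alone and 100% = Melanotan II plus saturating MCL0020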
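Material: human MC4R-expressing U2OS cells. Probe or stimulus: Melanotan II challenge. Dosing: 6.5 µM single dose. Times: 30-min compound, 1-h challenge, 1-h detection, room temperature. Technique: TR-FRET with Eu-cAMP and labeled anti-cAMP, 671 nm. Replication: singlicate.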
EBV LMP1 NFkB: reduces LMP1-driven NF-kappaB luciferase signal; LMP1-induced NF-kappaB luciferase reporter cells, luminescence; inhibition, % at 12.5 µM; 350,000 tested, 0.69% active; AID 504558; in the data active = inhibition above about 41%;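 note: 0% = neutral control wells and 100% = reference inhibitor control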
TLR9-MyD88 inh: blocks human TLR9 binding to MyD88; CHO BLA complementation TLR9-MyD88, CCF4 FRET ratio; Q9NR96+Q99836; 340,000 tested, 0.21% active; inhibition, % at 4.98 µM;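 active = inhibition above the mean over all tested compounds plus 3 SD, cut at about 21% in these data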;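 note: 0% = DMSO only wells and 100% = clavulanate BLA inhibitor control wells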
SRC3 inh: inhibitors of human steroid receptor coactivator 3 (SRC3); Q9Y6Q9; inhibition, % at 3.6 µM; AID 588352; HEK293 GAL4-SRC3 luciferase reporter, luminescence; 360,000 tested, 0.17% active;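 active = inhibition above a per-campaign cutoff, the mean of all compounds plus 3 SD, cut at about 60% in these data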;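 note: 0% = DMSO-treated cells and 100% = gossypol-treated cells at 36 µM; higher means less SRC3-driven luciferase light from the GAL4 reporter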
MC4R ag barr: agonists of human melanocortin 4 receptor (MC4R) beta-arrestin. U2OS MC4R beta-arrestin complementation, luminescence; percent of melanotan II response, DMSO zero. activation, % at 8.9 µM. 360,000 tested, 0.98% active;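 active = activation above a per-plate cutoff, the mean activation of sample wells on that plate plus 3 SD, cut at about 8% in these data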
NR5A2 inv ag: NR5A2 inverse agonism in reporter assay; O00482; HEK293T StAR-luciferase reporter, LRH-1 transfected, 24 h; inhibition, % at 3.6 µM; 360,000 tested, 0.13% active; AID 602396;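 active = inhibition above the mean inhibition of all tested compounds plus 3 SD, cut at about 73% in these data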;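 note: 0% = DMSO wells and 100% = reporter-only cells lacking LRH-1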
NCOA1 inh: human NCOA1 inhibition; Q15788; HEK293 GAL4-SRC1 luciferase reporter, luminescence; inhibition, % at 3.6 µM; 360,000 tested, 0.12% active; AID 588354;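 active = inhibition above the campaign mean plus 3 SD, with each screening campaign given its own cutoff, cut at about 60% in these data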;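 note: 0% = DMSO treated cells and 100% = gossypol at 36 µM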
NOD2 RIPK2 PPI: NOD2-RIPK2 protein interaction inhibition | inhibition, % at 4.98 µM | 360,000 tested, 0.38% active | O43353 | AID 624267 | CHO BLA complementation NOD2-RIPK2, CCF4 ratio; in the data active = inhibition above about 21%;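 note: 0% = vehicle only and 100% = reference blocker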
SRC2 inh: human SRC2 (NCOA2) inhibition. Q15596. HEK293 GAL4-SRC2 luciferase reporter, luminescence. inhibition, % at 9 µM. 370,000 tested, 0.17% active;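 active = inhibition above the mean inhibition of all tested compounds plus 3 SD, set per campaign, cut at about 52% in these data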;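 note: 0% = DMSO treated cells and 100% = cells given Gossypol at 36 µM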
* hit, by the source's call. Only part of the results is shown (hit frequency here may not be typical).

For FC(F)Sc1nc(-c2ccccc2)c(-c2ccccc2)n1C(F)F the results were NR2F2 inh -21, ABHD5 PLIN5 PPI -7, MC4R antagonist -2, EBV LMP1 NFkB -11, TLR9-MyD88 inh -1, SRC3 inh 7, MC4R ag barr 0.1, NR5A2 inv ag 2, NCOA1 inh 5, NOD2 RIPK2 PPI -4 and SRC2 inh -2.
Cc1noc(C)c1COc1ccc(C(=O)OCC(N)=O)cc1 was read as NR2F2 inh 2, ABHD5 PLIN5 PPI 0, MC4R antagonist 17, EBV LMP1 NFkB 9, TLR9-MyD88 inh 10, SRC3 inh 5, MC4R ag barr -2.4, NR5A2 inv ag -11, NCOA1 inh -3, NOD2 RIPK2 PPI -3 and SRC2 inh -21.
C#CCOCCOCCOCCNc1nc(N2CCN(C(=O)[C@H](CCCCN)n3cc(CCCC)nn3)CC2)nc(N2CCN(C(=O)[C@H](CCCCN)n3cc(CCCC)nn3)CC2)n1 was read as NR2F2 inh -8, ABHD5 PLIN5 PPI 13, MC4R antagonist 9, EBV LMP1 NFkB -1, TLR9-MyD88 inh -5, SRC3 inh 3, MC4R ag barr 0.3, NR5A2 inv ag -8, NCOA1 inh -2, NOD2 RIPK2 PPI -10 and SRC2 inh 14.
For O=C(O)c1ccc(COc2ccc([N+](=O)[O-])cc2Cl)cc1 the results were NR2F2 inh 9, ABHD5 PLIN5 PPI 5, MC4R antagonist -1, EBV LMP1 NFkB -5, TLR9-MyD88 inh 7, SRC3 inh -24, MC4R ag barr -2.1, NR5A2 inv ag -14, NCOA1 inh -52, NOD2 RIPK2 PPI 8 and SRC2 inh 13.
Screening O=C(O)CCCN1C(=O)C2C3CCC(O3)C2C1=O (configuration not stated) returned NR2F2 inh -2, ABHD5 PLIN5 PPI -1, MC4R antagonist -6, EBV LMP1 NFkB -4, TLR9-MyD88 inh 3, SRC3 inh 14, MC4R ag barr -3.0, NR5A2 inv ag -6, NCOA1 inh 4, NOD2 RIPK2 PPI -2 and SRC2 inh -3.
For COc1ccccc1OCC(=O)Sc1ccc(C)cc1 the results were NR2F2 inh 10, ABHD5 PLIN5 PPI -8, MC4R antagonist 12, EBV LMP1 NFkB 4, TLR9-MyD88 inh 7, SRC3 inh 5, MC4R ag barr 1.4, NR5A2 inv ag 4, NCOA1 inh -12, NOD2 RIPK2 PPI 3 and SRC2 inh -3.
For CCCC1=NN(C(=O)Cc2ccc(OC)cc2)C(O)(C(F)(F)F)C1 (configuration not stated) the results were NR2F2 inh 14, ABHD5 PLIN5 PPI -6, MC4R antagonist 14, EBV LMP1 NFkB 3, TLR9-MyD88 inh -2, SRC3 inh 26, MC4R ag barr 0.0, NR5A2 inv ag 8, NCOA1 inh -3, NOD2 RIPK2 PPI -4 and SRC2 inh 0.
Screening CCc1ccccc1NC(=O)c1cnn(-c2ccccc2)c1C returned NR2F2 inh -34, ABHD5 PLIN5 PPI -6, MC4R antagonist 1, EBV LMP1 NFkB 5, TLR9-MyD88 inh 5, SRC3 inh -25, MC4R ag barr -1.7, NR5A2 inv ag -26, NCOA1 inh 10, NOD2 RIPK2 PPI -2 and SRC2 inh 4.
COCCN1C(=O)C(=O)/C(=C(/O)c2ccc(S(=O)(=O)N3CCOCC3)cc2)C1c1cccc([N+](=O)[O-])c1 (configuration not stated) was read as ABHD5 PLIN5 PPI -6, MC4R antagonist -6, EBV LMP1 NFkB -1, TLR9-MyD88 inh -12, SRC3 inh -3, MC4R ag barr -1.2, NR5A2 inv ag 2, NCOA1 inh -22 and NOD2 RIPK2 PPI -5.
For CC1=C(C(=O)OC2CCCC2)C(c2coc3ccc(C)cc3c2=O)C2=C(CCCC2=O)N1 (configuration not stated) the results were NR2F2 inh 10, ABHD5 PLIN5 PPI -4, MC4R antagonist 9, EBV LMP1 NFkB -1, TLR9-MyD88 inh 0, SRC3 inh 13, MC4R ag barr -1.7, NR5A2 inv ag 11, NCOA1 inh -10, NOD2 RIPK2 PPI 2 and SRC2 inh -8.
Screening O=C(NC1CCS(=O)(=O)C1)Oc1ccc(Cl)cc1 (configuration not stated) returned NR2F2 inh 5, ABHD5 PLIN5 PPI -3, MC4R antagonist 7, EBV LMP1 NFkB -4, TLR9-MyD88 inh -3, SRC3 inh 12, MC4R ag barr 0.6, NR5A2 inv ag -12, NCOA1 inh -7, NOD2 RIPK2 PPI -4 and SRC2 inh -7.
For COc1ccc(CCC(=O)NC2CCCCC2)cc1 the results were NR2F2 inh -6, ABHD5 PLIN5 PPI 2, MC4R antagonist 2, EBV LMP1 NFkB 3, TLR9-MyD88 inh 8, SRC3 inh -6, MC4R ag barr -1.1, NR5A2 inv ag 17, NCOA1 inh 5, NOD2 RIPK2 PPI -3 and SRC2 inh 4.
Screening CSc1ccc(NC(=O)C2(C)CCN2C(=O)C2(c3ccccc3)CC2)cc1 (configuration not stated) returned NR2F2 inh 8, ABHD5 PLIN5 PPI 0, MC4R antagonist -2, SRC3 inh -30, MC4R ag barr 2.9, NR5A2 inv ag -12, NCOA1 inh 7, NOD2 RIPK2 PPI 1 and SRC2 inh -3.
O=C(NC(=S)Nc1ccc(S(=O)(=O)Nc2nccs2)cc1)c1cccnc1 was read as NR2F2 inh -14, ABHD5 PLIN5 PPI 3, MC4R antagonist -6, EBV LMP1 NFkB -2, TLR9-MyD88 inh 3, SRC3 inh 4, MC4R ag barr -1.9, NR5A2 inv ag -12, NCOA1 inh 2, NOD2 RIPK2 PPI -1 and SRC2 inh -18.
For O=S(=O)(c1cccc(-c2nc3ccccc3s2)c1)N1CCOCC1 the results were NR2F2 inh -18, ABHD5 PLIN5 PPI 1, MC4R antagonist 10, EBV LMP1 NFkB -6, TLR9-MyD88 inh -1, SRC3 inh -4, MC4R ag barr -2.2, NR5A2 inv ag 0, NCOA1 inh -12, NOD2 RIPK2 PPI 1 and SRC2 inh -34.
`Cc1ccc(C(=O)/C=C/c2c[nH]c3ccccc23)cc1` gave NR2F2 inh -24, ABHD5 PLIN5 PPI 0, MC4R antagonist 10, EBV LMP1 NFkB -76, TLR9-MyD88 inh 16, SRC3 inh -83, MC4R ag barr 2.6, NR5A2 inv ag -59, NCOA1 inh -88, NOD2 RIPK2 PPI 25* and SRC2 inh -43.
`COCCN(CC(=O)NCC1CCCO1)C(=O)CCC(=O)Nc1ccccn1` (configuration not stated) gave NR2F2 inh 7, ABHD5 PLIN5 PPI -8, MC4R antagonist 27, EBV LMP1 NFkB 8, TLR9-MyD88 inh 8, SRC3 inh 5, MC4R ag barr 1.3, NR5A2 inv ag -29, NCOA1 inh 6, NOD2 RIPK2 PPI 18 and SRC2 inh 0.
O=S(=O)(NCc1ccc2c(c1)OCO2)c1ccc(F)cc1 was read as NR2F2 inh 0, ABHD5 PLIN5 PPI -1, MC4R antagonist -6, EBV LMP1 NFkB 3, TLR9-MyD88 inh -3, SRC3 inh 5, MC4R ag barr 1.8, NR5A2 inv ag -2, NCOA1 inh -30, NOD2 RIPK2 PPI -12 and SRC2 inh -24.
COc1ccc(NC(=O)c2ccc(NC(=O)c3nc4nc(C)cc(C)n4n3)cc2)cc1 was read as NR2F2 inh -16, ABHD5 PLIN5 PPI 3, MC4R antagonist 4, EBV LMP1 NFkB 4, TLR9-MyD88 inh 8, SRC3 inh 7, MC4R ag barr 0.7, NR5A2 inv ag -9, NCOA1 inh -2, NOD2 RIPK2 PPI -5 and SRC2 inh -2.
CCOc1ccc(CN(C(=O)c2cc(=O)c3cc(C)cc(C)c3o2)C2CCS(=O)(=O)C2)cc1 (configuration not stated) was read as NR2F2 inh -9, ABHD5 PLIN5 PPI 14, MC4R antagonist 8, EBV LMP1 NFkB 4, TLR9-MyD88 inh 4, SRC3 inh -9, MC4R ag barr 3.6, NR5A2 inv ag 11, NCOA1 inh 8, NOD2 RIPK2 PPI -14 and SRC2 inh -18.
Cc1ccc2nc3c(c(N)c2c1)CCN3c1ccccc1 was read as NR2F2 inh -26, ABHD5 PLIN5 PPI -5, MC4R antagonist -5, EBV LMP1 NFkB -13, TLR9-MyD88 inh -11, SRC3 inh -15, MC4R ag barr 0.3, NR5A2 inv ag -11, NCOA1 inh -10, NOD2 RIPK2 PPI -6 and SRC2 inh -36.
`CN1CCN(c2ccc([N+](=O)[O-])cc2NC(=O)c2ccccc2)CC1` gave NR2F2 inh 1, ABHD5 PLIN5 PPI 6, MC4R antagonist 2, EBV LMP1 NFkB 2, TLR9-MyD88 inh 0, SRC3 inh 20, MC4R ag barr -0.8, NR5A2 inv ag -8, NCOA1 inh -7, NOD2 RIPK2 PPI 1 and SRC2 inh 0.
`COc1cccc(N2CCN(S(=O)(=O)c3cccc4cccnc34)CC2)c1` gave NR2F2 inh -12, ABHD5 PLIN5 PPI 1, MC4R antagonist 1, EBV LMP1 NFkB -6, TLR9-MyD88 inh 2, SRC3 inh 0, MC4R ag barr -1.8, NR5A2 inv ag 14, NCOA1 inh 3, NOD2 RIPK2 PPI 8 and SRC2 inh -41.
Screening Cc1cccc(C)c1NC(=O)CN(C)C(=O)c1ccccc1OCc1ccc(F)cc1 returned NR2F2 inh 6, ABHD5 PLIN5 PPI 1, MC4R antagonist -5, EBV LMP1 NFkB -1, TLR9-MyD88 inh -7, SRC3 inh 20, MC4R ag barr -2.5, NR5A2 inv ag -1, NCOA1 inh -3, NOD2 RIPK2 PPI 1 and SRC2 inh 19.
CCCCOc1ccccc1NC(=O)CC1SC(=NCC)N(CC)C1=O (configuration not stated) was read as NR2F2 inh -1, ABHD5 PLIN5 PPI 1, MC4R antagonist 5, EBV LMP1 NFkB 0, TLR9-MyD88 inh -8, SRC3 inh 11, MC4R ag barr 1.0, NR5A2 inv ag -4, NCOA1 inh -1, NOD2 RIPK2 PPI 11 and SRC2 inh -7.
`OCC[C@H]1C[C@H](O)[C@@H](O)[C@]2(Cc3ccccc3CO2)O1` gave NR2F2 inh 0, ABHD5 PLIN5 PPI 1, MC4R antagonist 7, EBV LMP1 NFkB -10, TLR9-MyD88 inh 3, SRC3 inh -8, MC4R ag barr -0.7, NR5A2 inv ag 4, NCOA1 inh -15, NOD2 RIPK2 PPI -6 and SRC2 inh 5.
COc1ccc(NC(=O)C2CCN(S(=O)(=O)c3ccc4c(c3)NC(=O)CO4)CC2)cc1 was read as NR2F2 inh -5, ABHD5 PLIN5 PPI -4, MC4R antagonist -2, EBV LMP1 NFkB 5, TLR9-MyD88 inh 0, SRC3 inh 5, MC4R ag barr -1.0, NR5A2 inv ag 15, NCOA1 inh 3, NOD2 RIPK2 PPI -7 and SRC2 inh 24.
Screening CCOC(=O)C1=C(N)OC2=C(C(=O)CC(C)(C)C2)C1c1ccc(C)s1 (configuration not stated) returned NR2F2 inh -14, ABHD5 PLIN5 PPI 4, MC4R antagonist 12, EBV LMP1 NFkB -3, TLR9-MyD88 inh -4, SRC3 inh -2, MC4R ag barr -3.7, NR5A2 inv ag -21, NCOA1 inh -9, NOD2 RIPK2 PPI -2 and SRC2 inh -41.
